# BAP1 block: blocks human BAP1 ubiquitin-AMC hydrolysis. AID 436. recombinant BAP1, Ub-AMC hydrolysis fluorescence kinetic; hits give low values. 72,000 tested, 0.48% active. activity remaining (% of control), % at 20 µM. Q92560;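 active = activity remaining at or below 50% of control, provided the compound also passes the data quality filters; inactive = the rest, including low values that fail the filters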;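 note: 100% = DMSO wells rate and 0% = substrate alone blank rate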
# Target sequence (Q92560 whole entry, looked up): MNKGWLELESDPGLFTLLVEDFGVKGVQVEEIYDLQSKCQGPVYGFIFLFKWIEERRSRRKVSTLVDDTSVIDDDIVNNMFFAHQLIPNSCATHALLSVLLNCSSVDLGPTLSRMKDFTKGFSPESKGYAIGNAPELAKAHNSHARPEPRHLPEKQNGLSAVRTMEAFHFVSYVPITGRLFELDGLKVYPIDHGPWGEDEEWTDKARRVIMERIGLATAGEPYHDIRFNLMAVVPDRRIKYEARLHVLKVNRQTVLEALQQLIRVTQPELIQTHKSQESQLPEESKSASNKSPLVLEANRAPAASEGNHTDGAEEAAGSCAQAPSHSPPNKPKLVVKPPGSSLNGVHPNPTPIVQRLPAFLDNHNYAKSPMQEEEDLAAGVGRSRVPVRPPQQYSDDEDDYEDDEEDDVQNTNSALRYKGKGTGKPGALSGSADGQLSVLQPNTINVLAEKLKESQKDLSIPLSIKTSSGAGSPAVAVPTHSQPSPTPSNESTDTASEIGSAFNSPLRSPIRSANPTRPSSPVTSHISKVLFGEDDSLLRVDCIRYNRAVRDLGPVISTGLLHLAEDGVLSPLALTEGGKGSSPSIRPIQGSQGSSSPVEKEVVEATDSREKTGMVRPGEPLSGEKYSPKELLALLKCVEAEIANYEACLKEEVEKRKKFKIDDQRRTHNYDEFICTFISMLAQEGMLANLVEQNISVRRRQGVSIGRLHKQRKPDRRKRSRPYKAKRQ
# HePTP inh: blocks human HePTP tyrosine phosphatase; P35236; recombinant HePTP phosphatase activity, OD absorbance; inhibition, % at 20 µM; 110,000 tested, 0.64% active; AID 521; in the data active = inhibition above about 50%;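 note: plate controls were vehicle for no effect and reference inhibitor for full effect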
# Target sequence (P35236 whole entry, looked up): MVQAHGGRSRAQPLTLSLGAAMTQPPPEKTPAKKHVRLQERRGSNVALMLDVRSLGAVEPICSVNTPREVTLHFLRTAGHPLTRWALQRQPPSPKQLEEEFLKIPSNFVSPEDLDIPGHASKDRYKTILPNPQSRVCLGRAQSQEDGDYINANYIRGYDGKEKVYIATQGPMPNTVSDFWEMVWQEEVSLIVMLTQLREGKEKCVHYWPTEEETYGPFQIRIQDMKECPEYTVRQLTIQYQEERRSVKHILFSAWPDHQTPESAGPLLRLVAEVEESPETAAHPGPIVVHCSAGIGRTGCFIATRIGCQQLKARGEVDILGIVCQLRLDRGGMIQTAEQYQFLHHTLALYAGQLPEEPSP
# An asterisk follows results filed as active; . = not tested or not shown; & = joins results of further samples.
SMILES,BAP1 block,HePTP inh
COc1ccccc1C(=O)NC(=S)Nc1cccc2c(C)cc(C)nc12,.,-13
COC(=O)C1=C(C)N(C)C(=S)NC1c1ccc(Br)cc1 (configuration not stated),214,.
CCCCn1c(SCC(=O)NC(C)(C)C)nnc1-c1ccco1,92,5
COC(=O)c1[nH]c2ccc(F)cc2c1NS(=O)(=O)c1ccc(OC)cc1OC,109,1
N#Cc1nc(COc2cccc(Cl)c2)oc1N1CCN(c2ccccc2)CC1,95,-5
Cc1cccc(NC(=O)CSc2nc(-c3ccccc3)c(-c3ccccc3)o2)c1C,.,-18
CCN(CC)S(=O)(=O)c1ccc(C(=O)Nc2nc3c(C)cccc3s2)cc1,279,.
CC(=O)Oc1cc(-c2nc3ccccc3c(=O)o2)cc(-c2nc3ccccc3c(=O)o2)c1,.,1
CCC(=O)NC(C)C(c1cccs1)N1CCOCC1 (configuration not stated),159,11
COCCOC(=O)C1=C(C)NC2=C(C(=O)CCC2)C1c1cc(OC)ccc1OC (configuration not stated),172,.
Cc1ccc(NC(=O)NC2(C(=O)NCc3ccco3)CCCCC2)cc1,98,4
CC1(C)CC(=O)C=C(Nc2ccccc2C#N)C1,.,-1
C=CCSc1n[nH]c(-c2ccc(OCCCC)cc2)n1,145,5
COc1ccc(Nc2ncnc3c2cnn3-c2ccccc2)cc1,.,7
CC1(C)CC(=O)C2=C(C1)Nc1ccccc1NC2c1cccc(F)c1 (configuration not stated),.,3
CC(=O)Oc1ccc(C(=O)Nc2ccccc2C(=O)NCC(C)C)cc1,.,-3
COC(=O)c1c(NC(=O)CSc2nnc(Cn3nnc4ccccc43)n2C)sc(C)c1C,107,-2
CCC(Oc1ccccc1)C(=O)Nc1cccc(F)c1 (configuration not stated),.,2
CCc1nnc(NC(=O)C2CCN(c3nccc(C)n3)CC2)s1,122,5
Cc1cccc(-n2c(N)c(C(=O)NCCN3CCOCC3)c3nc4ccccc4nc32)c1,182,5

# Compounds listed so far that contain fluorine (3):
SMILES,BAP1 block,HePTP inh
COC(=O)c1[nH]c2ccc(F)cc2c1NS(=O)(=O)c1ccc(OC)cc1OC,109,1
CC1(C)CC(=O)C2=C(C1)Nc1ccccc1NC2c1cccc(F)c1 (configuration not stated),.,3
CCC(Oc1ccccc1)C(=O)Nc1cccc(F)c1 (configuration not stated),.,2

# Later entries:
SMILES,BAP1 block,HePTP inh
C=CCN1C(=O)/C(=C/c2cc(Cl)ccc2O)SC1=S,.,-4
O=C(Nc1ccc(Br)cc1)c1ccc(Oc2ccc([N+](=O)[O-])cc2)cc1,64,.
CCOc1ccccc1CN(CCc1ccc2c(c1)OCO2)Cc1ccc(OC)c(OC)c1,.,2
O=S(=O)(c1cccc2cccnc12)N1CCN(Cc2ccc3c(c2)OCO3)CC1,99,5&-13
N#Cc1c2n(c3c(=O)n(Cc4ccccc4Cl)cnc13)CCCC2,111,10&-5
O=C(O)c1cc(NC(=O)c2ccc(Cl)c(Cl)c2)cc(C(=O)O)c1,.,1
COc1cc(-c2nc(-c3ccccc3)c(-c3ccc([N+](=O)[O-])cc3)[nH]2)cc(OC)c1O,.,-18
Cc1ccc(S(=O)(=O)N2CCN(C(=O)CN3CCOCC3)C2C(C)C)cc1 (configuration not stated),104,6
COc1ccc2c(c1)NC(C)(C)c1sn(-c3ccc(C)cc3)c(=S)c1-2,.,6
CC(=O)Nc1cccc(OCC(O)Cn2cnc3ccccc32)c1 (configuration not stated),70,12
Cc1cc(/C=C2\C(=O)NC(=S)N(c3ccc(Cl)cc3)C2=O)c(C)n1-c1cccnc1,.,9
COCCOC(=O)C1=C(C)NC2=C(C(=O)CC(C)(C)C2)C1c1cccnc1 (configuration not stated),.,7
O=[N+]([O-])c1cc2c(c([N+](=O)[O-])c1)Nc1ccccc1N=C2c1ccc(Br)cc1,.,-8
CCOC(=O)c1c(C)oc2ccc(NS(=O)(=O)c3ccc4ccccc4c3)cc12,.,4
O=C1C2C(c3ccccc3)OC3(C(=O)c4ccccc4C3=O)C2C(=O)N1c1ccc([N+](=O)[O-])cc1 (configuration not stated),.,7
Cc1noc(C)c1C(=O)OCC(=O)c1ccc[nH]1,118,5
COc1ccc(N2CCN(C(=O)CSc3nnc(-c4cc5ccccc5cc4O)n3C)CC2)cc1,70,7
O=C(Nc1cccc(Cl)c1N1CCCCC1)c1ccc2c(c1)OCCO2,58,-2
Cc1c(Cl)cccc1-n1ccnc1SCC(=O)O,118,2
Cc1ccc(-c2nnc(N3CCN(C(=O)c4ccco4)CC3)c3ccccc23)cc1,90,6
Cn1c(O)c(C=NC(CC(N)=O)C(=O)O)c(=O)n(C)c1=O (configuration not stated),94,1
O=S(=O)(c1ccc(Oc2ccc(Br)cc2F)nc1)N1CCCCC1,59,-2
COc1ccc(OC)c(NC(=O)C(=O)N/N=C/c2ccc(C(=O)O)cc2)c1,.,2
COc1ccc(-c2nnc(SCC#N)o2)cc1,97,3
Cc1ccc(N2C(N)=NC(N)=NC23CCCC3)c(C)c1,101,8
COc1ccc(NC(=O)CSc2nc3ccccc3c(=O)n2CCC(=O)N2CCCCC2)cc1,78,-4
Cc1ccc(OCc2nnc(SCc3cc(=O)[nH]c4ccccc34)o2)cc1,94,3
CCc1nnc(NC(=O)CSc2nnc(-c3cc4ccccc4cc3O)n2CC)s1,98,7
Cc1ccccc1-n1nc2c(c1NC(=O)c1ccc(S(=O)(=O)N3CCCCC3)cc1)CSC2,83,.
COCCN(Cc1cc2ccccc2[nH]c1=O)C(=O)c1ccccc1OC,90,2
O=S(=O)(c1ccc(-c2nnc(SCc3ccccc3)o2)cc1)N1CCCC1,79,-1
COc1cc(C(=O)N(Cc2cc3cc(C)ccc3[nH]c2=O)CC2CCCO2)cc(OC)c1OC (configuration not stated),85,4
COc1ccc(CNC(=O)Cc2ccc(Br)cc2)cc1,.,5
NC(N)=NS(=O)(=O)c1ccc(NC(=S)NC(=O)c2ccc(F)cc2)cc1,.,5
Cc1cc(C)c(C(N)=O)c(Nc2ccc3c(c2)OCCO3)n1,89,8
CCn1c(CNC(=O)COC)nc2ccccc21,105,7
CC1(C)CC(=O)C2=C(C1)N(Cc1ccco1)C(=O)C2(NC(=O)c1cccnc1)C(F)(F)F (configuration not stated),82,3
O=C(CSCc1cccc(Cl)c1)N/N=C/c1ccc(OCC(=O)N2CCCCC2)cc1,.,-12
COc1cccc(N2C(=O)C(=O)/C(=C(\O)c3ccccc3)C2c2ccc(OC)cc2OC)c1 (configuration not stated),.,6
Cc1ccc2oc(-c3cc(NC(=O)Cc4ccccc4)ccc3O)nc2c1,.,1
COc1ccc(NC(=O)CCc2nc(-c3ccc(C)cc3)no2)cc1Cl,92,8
CCOC(=O)C1C(=O)OC2(CCCC2)C1C(=O)OCC (configuration not stated),84,5
O=C(NCCN1CCOCC1)c1cc(-c2ccccc2)nc2ccccc12,.,2
Cn1c(N)c(C(=O)COC(=O)C2(c3cccc(F)c3)CCCC2)c(=O)n(C)c1=O,98,5
CCOC(=O)/C(C#N)=C1/C=CN(C)C(C)=N1,63,1
COc1ccc2[nH]c3nc(SCc4nnc(-c5ccc(C)cc5)o4)nnc3c2c1,105,4
O=C(COc1ccc2ccc(=O)oc2c1)OCc1ccccc1,.,9
CC(C)Oc1ccc(-c2cc(C(=O)O)c3ccccc3n2)cc1,.,104*
COc1cc(C(=O)Nc2c3c(nn2-c2ccc([N+](=O)[O-])cc2)CSC3)cc(OC)c1OC,116,.
CC(=O)c1ccc(N2CCCCCC2)c(F)c1,76,7
CCn1cc(C(=O)O)c(=O)c2cc(F)c(N3CCNCC3)cc21,66,2
CCc1cc(=O)oc2cc(C)c(CN3CCCC3)c(O)c12,62,6
C=CCn1c(CCNC(=O)C(C)(C)C)nc2ccccc21,.,-6
CC(C)OC(=O)c1c(-c2ccc(Cl)cc2)csc1N,.,5
CN(C)CCN1CC(C(=O)O)CC1=O (configuration not stated),98,-8
CC(OCc1ccccc1)C(NC(=O)OC(C)(C)C)C(=O)NCCc1c[nH]c2ccccc12 (configuration not stated),.,-2
Clc1ccc(CN2CCN(/N=C/C=C\c3ccco3)CC2)cc1,.,8
O=C(O)c1cc(-c2ccco2)nc2ccc(Br)cc12,69,32
O=C1/C(=C/c2ccc(Br)cc2)SC(=S)N1Nc1ccccc1,.,4
COc1ccc(OC)c(C(=O)c2oc3ccccc3c2NC(C)=O)c1,93,-5

# Structures listed so far that have two or more sulfur atoms (nine):
SMILES,BAP1 block,HePTP inh
CCN(CC)S(=O)(=O)c1ccc(C(=O)Nc2nc3c(C)cccc3s2)cc1,279,.
COC(=O)c1c(NC(=O)CSc2nnc(Cn3nnc4ccccc43)n2C)sc(C)c1C,107,-2
C=CCN1C(=O)/C(=C/c2cc(Cl)ccc2O)SC1=S,.,-4
COc1ccc2c(c1)NC(C)(C)c1sn(-c3ccc(C)cc3)c(=S)c1-2,.,6
CCc1nnc(NC(=O)CSc2nnc(-c3cc4ccccc4cc3O)n2CC)s1,98,7
Cc1ccccc1-n1nc2c(c1NC(=O)c1ccc(S(=O)(=O)N3CCCCC3)cc1)CSC2,83,.
O=S(=O)(c1ccc(-c2nnc(SCc3ccccc3)o2)cc1)N1CCCC1,79,-1
NC(N)=NS(=O)(=O)c1ccc(NC(=S)NC(=O)c2ccc(F)cc2)cc1,.,5
O=C1/C(=C/c2ccc(Br)cc2)SC(=S)N1Nc1ccccc1,.,4

# Additional records:
SMILES,BAP1 block,HePTP inh
CC(C)C(=O)N1c2ccccc2NC2=C(C(=O)CC(C)(C)C2)C1c1cccnc1 (configuration not stated),.,-6
Clc1ccc(-n2nnnc2-c2ccccc2)cc1,.,3
Cn1cc(SCC(=O)NCC2CCCO2)c2ccccc21 (configuration not stated),95,4
Cc1ccc(NC(=O)c2c(N)sc3c2CCC3)c(C)c1,.,-3
Cc1cn([C@H]2C[C@H](N=[N+]=[N-])[C@@H](CO)O2)c(=O)[nH]c1=O,73,17
Cc1noc(C)c1COC(=O)c1cccc(S(=O)(=O)N2CCCCCC2)c1,92,8
CCNc1nc(Oc2ccc(=O)[nH]n2)nc(SC)n1,85,-2
Cc1onc(-c2ccccc2)c1C(=O)N1CCN(S(=O)(=O)c2ccc3c(c2)OCCO3)CC1,109,7
CCCSc1nc(C)c(CC(=O)O)c(=O)[nH]1,110,5
CC(C)Cn1ccc(=O)n(CC(C)C)c1=O,.,2
CCOC(=O)C1=C(C)N=c2s/c(=C\c3cc4c(cc3Br)OCO4)c(=O)n2C1c1ccc(OC)cc1 (configuration not stated),.,-8
COc1ccccc1N(CC(=O)Nc1cc(Cl)cc(Cl)c1)S(=O)(=O)c1ccccc1,.,10
CC1=C(C(=O)OCc2ccccc2)C(c2ccc(O)cc2)NC(=O)N1 (configuration not stated),.,-3
COCCNc1nc(SCC(=O)N2CCN(c3ccccc3)CC2)nc2ccccc12,105,2
COc1ccccc1/C=N/N1C(=O)c2cccc3cccc(c23)C1=O,.,-10
COc1ccccc1N1CCN(C(=O)CN(c2ccc(Br)cc2)S(=O)(=O)c2ccccc2)CC1,.,-4
CC(C)(C)c1cc(CN2CCCC(O)C2)c(O)c(C(C)(C)C)c1 (configuration not stated),102,0
Cc1cc(/C=N/N2C(=O)c3ccccc3C2=O)c(C)n1C,.,-2
O=C(c1ccccc1)N(Cc1cccs1)C1CCS(=O)(=O)C1 (configuration not stated),52,8
CC(C)COC(=O)N(C)c1ccc(C(O)(C(F)(F)F)C(F)(F)F)cc1,108,-2

# 2 entries from above, field by field:
Cc1onc(-c2ccccc2)c1C(=O)N1CCN(S(=O)(=O)c2ccc3c(c2)OCCO3)CC1
  BAP1 block = 109
  HePTP inh = 7

Clc1ccc(-n2nnnc2-c2ccccc2)cc1
  BAP1 block = .
  HePTP inh = 3

# More entries.
SMILES,BAP1 block,HePTP inh
Cc1cccc(C(=O)N/C(=C/c2ccc(Br)cc2)C(=O)NN)c1,.,-13
COc1ccc(OC)c(NC(=O)CSc2ncccc2C(=O)O)c1,103,3
COc1ccccc1N1CCN(C(=O)CN(c2cc(Cl)ccc2OC)S(=O)(=O)c2ccc(C)cc2)CC1,.,12
CC(=O)c1cc2c(cc1NC(=O)Nc1cccc(Cl)c1)OCCO2,89,-3
c1ccc2sc(N3CCN(Cc4nnnn4CC4CCCO4)CC3)nc2c1 (configuration not stated),91,-9
CC1C(=O)C(C)C(c2cccs2)NC1c1cccs1 (configuration not stated),88,-11
CCCNC(=O)c1cc(OC)c(OC)cc1[N+](=O)[O-],.,-5
c1ccc(CSc2nnc(SCc3ccccn3)s2)nc1,79,8
CCOC(=O)CNC(=O)c1sc(NC(=O)c2ccccc2F)nc1C,86,4
O=C(Nc1ccc([N+](=O)[O-])cn1)c1ccc(F)cc1,.,-3
O=C(COC(=O)CCc1ccc(S(=O)(=O)N2CCCCC2)cc1)Nc1ccc2c(c1)OCO2,60,4
CCOC(=O)CNC(=O)c1ccccc1Br,110,1
CCCCCCn1c(N2CCC(C(N)=O)CC2)nc2c1c(=O)[nH]c(=O)n2C,116,5
CC(=O)NC(CCS(C)(=O)=O)C(=O)Nc1ccc2c(c1)OCCO2 (configuration not stated),103,.
Cc1cccc(N2CCN(S(=O)(=O)c3ccc(F)cc3)CC2)c1C,.,5
COC(=O)/C(=C\Nc1cccc2ccccc12)[N+](=O)[O-],.,3
COc1nc2c(s1)C(=O)NCCC2,100,7
CCc1ccccc1NC(=O)c1cnn2c1NC(c1cc(OC)c(OC)c(OC)c1)CC2C(F)(F)F (configuration not stated),138,.
Cn1c(=O)c2c(nc(CN3CCOCC3)n2CC(=O)c2ccccc2)n(C)c1=O,104,.
Cc1c(NC(=O)COc2ncnc3ccccc23)c(=O)n(-c2ccccc2)n1C,107,4
COc1cc(OC)c(OC)cc1/C=N/NC(=O)CCC1C(=O)NN=C1C (configuration not stated),.,2
COc1ccccc1-c1c(C(F)(F)F)oc2cc(OCC(=O)O)ccc2c1=O,.,4
COc1ccc(OC)c(NC(=O)Cn2cc(C(=O)c3ccco3)c3ccccc32)c1,.,8
O=C(O)CCc1ccc(-c2ccc(Cl)cc2)n1Cc1ccco1,.,6
O=C(Cn1cc(/C=c2/sc3nc4ccccc4n3c2=O)c2ccccc21)Nc1ccccc1,.,-3
